# Compound activity deposited in PubChem BioAssay by several laboratories.
# CendR NRP1 mod: modulators of CendR peptide binding to human neuropilin-1; O14786; FAM-RPARPAR peptide binding to NRP-1, fluorescence polarization; inhibition, % at 25 µM; 0.85% of 360,000 active; AID 602438;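 active = inhibition or corrected inhibition above about 18%, plus a signal ratio from 0.5 to 1.5, limit read from the data, passing the limit was not always enough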; note: strong numbers were not always called active
# STEP inh: inhibitors of human striatal-enriched phosphatase STEP; inhibition, % at 20 µM; 0.25% of 360,000 active; P54829; recombinant STEP, OMFP fluorogenic substrate, fluorescence;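 active = inhibition at 20 µM, scaled per plate between control wells, above about 37%, limit read from the data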;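 note: 0% = DMSO with enzyme and substrate and 100% = substrate only without enzyme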
# Target sequence (P54829 whole entry, looked up): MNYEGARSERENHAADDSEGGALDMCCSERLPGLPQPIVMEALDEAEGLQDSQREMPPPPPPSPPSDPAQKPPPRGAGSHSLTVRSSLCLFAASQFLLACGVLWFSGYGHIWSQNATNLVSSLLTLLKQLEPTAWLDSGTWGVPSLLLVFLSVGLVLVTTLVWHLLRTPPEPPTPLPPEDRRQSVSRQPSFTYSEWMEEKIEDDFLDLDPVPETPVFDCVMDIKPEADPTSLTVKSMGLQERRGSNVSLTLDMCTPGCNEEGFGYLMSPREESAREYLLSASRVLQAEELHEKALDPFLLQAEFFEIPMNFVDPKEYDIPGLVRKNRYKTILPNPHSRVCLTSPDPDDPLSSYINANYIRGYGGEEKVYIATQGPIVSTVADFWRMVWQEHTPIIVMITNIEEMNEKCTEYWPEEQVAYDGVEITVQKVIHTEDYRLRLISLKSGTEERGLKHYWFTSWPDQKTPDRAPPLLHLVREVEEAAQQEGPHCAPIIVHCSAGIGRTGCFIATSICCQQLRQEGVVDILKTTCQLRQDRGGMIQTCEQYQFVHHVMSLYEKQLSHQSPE
#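 Measure: Control-normalized % inhibition with plate pattern correction | Test system: STEP phosphatase, cell-free reaction | Medium: pH 6.0 Bis-Tris with DTT and Tween 20 | Technique: Fluorescence, 480/540 nm | Times: Reaction 20 min, ambient temperature | Doses: Single compound dose of 20 µM, 1% DMSO final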
# DNMT1 block: DNMT1 (human) enzyme inhibition; P26358; DNMT1 molecular beacon, Hinp1I cleavage, fluorescence; inhibition (reported as % activation of signal), % at 10 µM; 0.83% of 360,000 active; in the data active = inhibition above about 50%
# SUMO1-SIM PPI: SUMO1-SIM interaction modulation; SUMO1 binding to a labelled peptide, TR-FRET, 1 h; P63165; inhibition, % at 20 µM; 0.33% of 360,000 active; in the data active = inhibition above about 37%
# Target sequence (P63165 whole entry, looked up): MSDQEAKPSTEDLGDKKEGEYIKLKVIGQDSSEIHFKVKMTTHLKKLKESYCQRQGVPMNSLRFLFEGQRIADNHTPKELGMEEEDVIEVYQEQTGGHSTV
# MsrA act: bovine methionine sulfoxide reductase A activation; purified bovine MsrA, absorbance read-out; activation, % at 10.6 µM; 0.3% of 360,000 active; in the data active = activation above about 7.5%;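 note: 0% = vehicle and 100% = reference activator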
# LMPTP block: blocks human LMPTP phosphatase | P24666 | recombinant LMPTP-A, OMFP fluorogenic substrate, fluorescence intensity | inhibition, % at 20 µM | 0.22% of 360,000 active | AID 651560;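 active = compounds that cut the enzyme signal by at least half of the control window in the single-dose screen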;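 note: plate controls were DMSO wells with enzyme plus substrate for no effect and substrate without enzyme for full effect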
# Target sequence (P24666 whole entry, looked up): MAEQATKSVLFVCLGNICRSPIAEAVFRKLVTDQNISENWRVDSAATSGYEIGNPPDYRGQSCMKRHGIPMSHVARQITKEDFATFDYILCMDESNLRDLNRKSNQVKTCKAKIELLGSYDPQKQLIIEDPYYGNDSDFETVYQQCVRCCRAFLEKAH
#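 Test system: LMPTP-A phosphatase enzyme; input: 0.625 nM LMPTP-A final; reagent: OMFP substrate, 400 µM final; compound dosing: 20 µM single dose, 3% DMSO; incubation: 50 min dark incubation at room temperature; measured by: endpoint fluorescence intensity from OMFP dephosphorylation; measure: % inhibition relative to no-enzyme and uninhibited control wells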
# Scp-1 inhibitor: Scp-1 (human) phosphatase inhibition | inhibition, % at 20 µM | 0.88% of 340,000 active | Recombinant Scp1, phosphopeptide, malachite green phosphate absorbance;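 active = inhibition above about 50% at 20 µM, limit read from the data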;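 note: plate controls were DMSO wells with enzyme for no effect and wells lacking enzyme for full effect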
# Target sequence (Q9GZU7 76-261 limits assumed): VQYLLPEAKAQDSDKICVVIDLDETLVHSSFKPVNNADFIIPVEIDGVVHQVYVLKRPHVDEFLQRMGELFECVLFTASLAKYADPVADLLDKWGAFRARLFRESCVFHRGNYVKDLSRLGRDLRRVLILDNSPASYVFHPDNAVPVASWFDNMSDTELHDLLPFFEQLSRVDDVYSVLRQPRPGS
#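 Test system: SCP-1 catalytic domain; Buffer or medium: Acidic Tris acetate buffer with magnesium and detergent; Also added: Phosphorylated 17-residue peptide substrate; Compound: single 20 µM dose, 1% DMSO; Schedule: enzyme reaction 45 min at room temperature, colour 5 min, stabilisation 30 min; Signal: Phosphate-binding colour reagent, absorbance read at 630 nm.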
# MsrA inh: inhibits bovine methionine sulfoxide reductase A | purified bovine MsrA, absorbance read-out | inhibition, % at 15.5 µM | 0.75% of 360,000 active; in the data active = inhibition above about 4.5%;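 note: 0% = vehicle wells with enzyme and 100% = reference inhibitor wells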
# Tb MetRS inh: Trypanosoma brucei MetRS inhibition; purified T. brucei MetRS, ATP depletion, Kinase-Glo luminescence; inhibition, % at 11.9 µM; 0.4% of 360,000 active;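 active = inhibition above a per-plate cutoff of the control wells' mean inhibition plus 3 SD, cut at about 5.5% in these data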;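 note: 0% = DMSO wells median and 100% = median of wells with control inhibitor compound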
#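 Measured by: Kinase-Glo luciferase luminescence reporting remaining unconsumed ATP. Material: purified T. brucei MetRS enzyme. Doses: 11.9 µM compound single dose, 0.9% DMSO. Medium: HEPES buffer containing pyrophosphatase, BSA, spermine, DTT. Times: 15 min preincubation, 2 h reaction, all 25 °C. Reagent: methionine, ATP and bulk E. coli tRNA.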
# eLon inh: E. coli protease La inhibition. purified E. coli Lon protease, fluorescence polarization. inhibition, % at 7.94 µM. 0.42% of 360,000 active. AID 602123; in the data active = inhibition above about 13%, passing the limit was not always enough;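 note: 0% = enzyme with probe and DMSO and 100% = no enzyme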
# * = called active by the depositor; . = no result given. An unsorted share of the library, and some 4.3% of all compounds hit somewhere here.
SMILES,CendR NRP1 mod,STEP inh,DNMT1 block,SUMO1-SIM PPI,MsrA act,LMPTP block,Scp-1 inhibitor,MsrA inh,Tb MetRS inh,eLon inh
CC(OC(=O)C1=Cc2ccccc2OC1)C(=O)NCC1CCCO1 (stereo not drawn),-23,0,-4,-10,-1,11,-10,0.4,0.7,-14
CCN(CC)CCNC(=O)c1cc2c(-c3ccc(Cl)cc3)nn(C)c2s1,0,1,45,-15,1,2.4,-6,1.5,0.2,-2
CCC(OC(=O)c1cccs1)C(=O)NCc1ccco1 (stereo not drawn),-3,1,1,0,6,-2.5,5,0.5,-0.2,0
CSCCC(NS(=O)(=O)c1ccc(Cl)cc1)C(=O)OCc1cccc(Cl)c1 (stereo not drawn),0,-1,-7,4,-2,2.7,51*,2.0,-0.1,5
O=C(C1CC(=O)N(c2ccc(F)cc2)C1)N1CCCCCC1 (stereo not drawn),8,2,-1,-3,-2,0.4,-1,-1.1,-0.8,1
Cc1ccc(NC(=O)C(C)SCc2ccccc2)cc1 (stereo not drawn),2,-2,-1,-1,-2,-0.5,1,-0.2,-0.7,-3
CC1CCCC(NC(=O)COC(=O)c2ccc(Br)o2)C1C (stereo not drawn),-5,0,-1,1,-8,-1.0,-6,1.5,-0.5,2
CC1(C(=O)NS(=O)(=O)c2ccc(F)cc2F)CCN1C(=O)Cc1ccc(-c2ccccc2)cc1 (stereo not drawn),-13,1,-6,5,0,-1.5,.,0.5,-0.2,8
COCCSc1nnc(NC(=O)c2ccc(OC)c([N+](=O)[O-])c2)s1,7,3,-6,-14,-6,-0.2,-7,0.7,-0.7,7
Cc1cc(C(=O)OCC(=O)N(C)c2ccccc2)c2ccccc2n1,11,-4,1,-9,0,-0.1,-4,2.2,-0.2,-14
CCn1c(O)c(/C=N/NC(=O)c2ccncc2)c(=O)n(CC)c1=S,-195,-14,4,-10,-1,-0.3,-1,0.7,-0.1,-203
CC(C)COc1cccc(C(=O)Nc2cc(S(=O)(=O)N3CCOCC3)ccc2N2CCCC2)c1,6,2,0,-7,-4,-4.6,0,0.4,-0.3,4
CCOC(=O)CNC(=O)OC1CCN2Cc3ccccc3N=C12 (stereo not drawn),3,-3,0,3,-3,-0.7,-25,0.4,-0.5,0
O=C(CCC(=O)NCCO)NCCO,7,0,0,3,-3,-0.9,-7,0.0,2.1,-4
O=C(CN1C(=O)c2cccc3cccc1c23)Nc1ccccc1C(=O)NCc1ccco1,-4,3,-4,-7,-7,0.9,-4,-1.4,-0.4,-5
CCOc1cc(S(=O)(=O)NCCCN2CCOCC2)ccc1F,8,0,2,1,2,-0.8,0,0.4,-0.1,-4
Cc1nnc2sc(-c3cccc4ccccc34)nn12,-27,2,5,-21,-1,0.1,-2,-0.4,-1.0,5
NC1=NC(c2ccccc2Cl)n2c(nc3ccccc32)N1 (stereo not drawn),-14,-3,2,1,-1,32,-4,0.5,2.3,-11
OCCn1nc2c3ccccc3nc-2n(-c2ccccc2)c1=S,-1,0,-2,-28,-2,1.0,6,0.7,0.1,-7
O=C1c2ccccc2C(=O)N1CCCCSc1nc2ccccc2c(=O)n1CCCN1CCOCC1,-24,0,-5,8,-3,1.3,-7,0.6,-0.4,-2
Cc1ccc(/C=N/NC(=O)c2cccc(S(=O)(=O)Nc3cccc(Cl)c3)c2)o1,-1,-2,10,4,-10,-1.0,3,1.4,-0.8,9
CCCCn1nnc(NC(=S)NC(=O)c2cccs2)n1,-1,-1,-2,0,-2,0.4,-5,1.0,-0.5,3
CCCCNc1c(-c2cccc(-c3cc(C(C)=O)cs3)c2)nc2cc(C)ccn12,-9,6,-14,-5,-16,7.3,22,2.1,-0.6,12
NC(=O)C1CCN(S(=O)(=O)c2cc3c4c(c2)CCN4C(=O)CC3)CC1,8,-4,4,6,-2,-0.2,-4,-0.2,-0.5,13
CCOC(=O)C1C(c2cccnc2)NC(=O)NC1(O)C(F)(F)F (stereo not drawn),-1,4,-2,6,0,-1.0,-6,0.5,0.1,-5
CCOC(=O)Cc1nnc(NC(=O)CSc2nnc3c4ccccc4n(C(C)C)c3n2)s1,-1,2,0,12,-7,3.3,-5,1.4,-0.6,-6
CCOc1ccc(C(=O)CC(C(=O)O)N2CCN(Cc3ccccc3)CC2)cc1 (stereo not drawn),-1,0,3,4,-15,-1.5,8,.,0.0,10
Cc1cc(-c2nnc(-c3ccccc3)c(-c3ccccc3)n2)c(C)o1,-9,-1,-6,-5,-2,1.7,-8,1.5,-0.1,-13
O=[N+]([O-])c1cccc(S(=O)(=O)NCCCn2ccnc2)c1,-10,-2,-2,-33,-2,-4.5,-10,-1.4,-0.7,2
Cc1cc2ncn(/N=C/c3ccc(-c4ccccc4)o3)c2cc1C,-4,2,-5,-9,-3,5.2,-7,1.6,-0.8,-12

# Six structures out of the list, ordered by length of the SMILES, ascending.
SMILES,CendR NRP1 mod,STEP inh,DNMT1 block,SUMO1-SIM PPI,MsrA act,LMPTP block,Scp-1 inhibitor,MsrA inh,Tb MetRS inh,eLon inh
Cc1nnc2sc(-c3cccc4ccccc34)nn12,-27,2,5,-21,-1,0.1,-2,-0.4,-1.0,5
Cc1cc(-c2nnc(-c3ccccc3)c(-c3ccccc3)n2)c(C)o1,-9,-1,-6,-5,-2,1.7,-8,1.5,-0.1,-13
CCOc1ccc(C(=O)CC(C(=O)O)N2CCN(Cc3ccccc3)CC2)cc1 (stereo not drawn),-1,0,3,4,-15,-1.5,8,.,0.0,10
NC(=O)C1CCN(S(=O)(=O)c2cc3c4c(c2)CCN4C(=O)CC3)CC1,8,-4,4,6,-2,-0.2,-4,-0.2,-0.5,13
CCOC(=O)Cc1nnc(NC(=O)CSc2nnc3c4ccccc4n(C(C)C)c3n2)s1,-1,2,0,12,-7,3.3,-5,1.4,-0.6,-6
Cc1ccc(/C=N/NC(=O)c2cccc(S(=O)(=O)Nc3cccc(Cl)c3)c2)o1,-1,-2,10,4,-10,-1.0,3,1.4,-0.8,9

# Continuation.
SMILES,CendR NRP1 mod,STEP inh,DNMT1 block,SUMO1-SIM PPI,MsrA act,LMPTP block,Scp-1 inhibitor,MsrA inh,Tb MetRS inh,eLon inh
O=C(COC(=O)CC1CCCC1)Nc1ccc(OC(F)F)cc1,6,-1,7,6,1,1.6,-2,-0.1,0.4,8
Nc1nc2nc(-c3ccc(F)cc3)cc(C(F)(F)F)n2n1,-2,-3,2,-2,-2,-1.3,-6,0.6,-0.8,2
COc1ccc(-n2c(SCC(=O)NNC(=O)c3ccccc3C)nnc2-c2ccncc2)cc1,4,-1,1,3,-2,-1.7,0,-0.7,0.8,-6
Cc1ccc(NC(=O)CN(C)C(=O)CSc2ccccc2F)cc1,-5,-3,1,-1,-2,-0.8,-7,-0.9,-0.3,-21
CCCC(C)c1nnc(NC(=O)COc2ccc3c(c2)OCO3)s1 (stereo not drawn),6,1,0,5,-3,-1.2,4,0.3,-0.5,-4
COc1ccc(-c2cc(CCCC(=O)N3CCN(c4ccc(OC)cc4)CC3)no2)cc1,-1,3,15,14,-1,6.0,-1,-0.6,-0.4,-13
COc1cccc(CNC(=O)CCC2CCCN(C(=O)c3cc(C4CC4)[nH]n3)C2)c1 (stereo not drawn),5,0,1,-1,-2,-1.6,-6,-0.8,-0.5,4
Cc1cc(Nc2ccc(C)c(Br)c2)n2nc(C)nc2n1,3,0,0,5,-1,-1.1,-12,-0.3,0.4,-7
COc1ccc(-n2c(-c3ccccc3)nc(=S)c3c2CCCC3)cc1,-2,-15,1,2,-4,-1.2,1,1.8,-0.7,-3
Cc1ccc(-c2nc(Nc3ccccc3)n[nH]2)cc1,0,-13,-6,2,-9,-0.2,-2,-0.7,-0.6,-5
O=C(Nn1cnnc1)C(c1ccccc1)c1ccccc1,9,-4,1,4,-4,-1.6,-7,-0.5,-1.2,-1
COc1cccc(CNCC(=O)Nc2ccc(N3CCOCC3)cc2)c1,6,1,-2,0,-2,-1.1,-6,-0.7,-0.2,-7
CCOC(=O)C1(C#N)Cc2ccccc2C1,0,1,-3,0,-1,-1.9,0,-0.8,-0.1,-8
CCS(=O)c1ccccc1C(=O)OCC(=O)Nc1ccc2ccccc2c1 (stereo not drawn),5,-1,-2,-8,-1,0.7,-4,-0.2,0.1,-3
O=C(N[C@@H](Cc1ccccc1)C(=O)NCc1ccc(F)cc1)C1CCNCC1,9,-2,0,5,-2,0.0,-7,-0.8,-0.7,3
C=CCOc1ccc(CNc2nccs2)cc1OC,-7,-5,0,-2,2,-0.3,11,1.5,0.0,3
O=C1c2ccccc2C(=O)N1c1ccccc1,2,-3,-2,-20,-3,-0.7,-1,2.2,0.5,4
CC(NC(=O)Cc1ccccc1F)c1ccc(F)cc1 (stereo not drawn),8,-1,1,0,-5,0.6,-3,-0.5,-0.3,-19
CCCCNC(=O)CCC(=O)NNc1nc2ccccc2c2nc(C)nn12,-4,-3,2,5,-4,-1.1,3,-0.4,-1.2,-9
Cc1cc(C(=O)Cn2cc(C(F)(F)F)ccc2=O)c(C)n1CC1CCCO1 (stereo not drawn),-6,-3,2,4,-1,-0.1,-10,0.7,-0.2,1
Cc1ccc(NS(=O)(=O)c2sc3ccc(Cl)cc3c2C)cc1,-5,-2,-9,0,-5,5.2,-21,1.4,-0.7,12
O=C(O)c1ccc2c(c1)C(=O)N([C@H](Cc1cccc3ccccc13)C(=O)O)C2=O,-10,0,2,-14,-1,-1.7,.,0.4,0.6,3
O=C(O)c1ccc(NS(=O)(=O)c2ccc(Cl)cc2)cc1,-14,0,-1,2,-1,-1.4,7,0.6,0.2,5
O=C(CNC(=O)c1nc[nH]c1C(=O)N1CCNCC1)OCc1ccccc1,2,-1,9,2,-1,-2.3,-6,-1.1,-0.2,1
CCN1CCCC1CNC1=NCCCCC1 (stereo not drawn),0,-3,-4,5,-10,-6.5,3,1.2,-2.5,0
CN(CC(=O)Nc1c(Cl)cccc1Cl)C(=O)c1ccc(NS(=O)(=O)c2ccc3[nH]c(=O)[nH]c3c2)cc1,10,-1,-1,2,-7,-1.6,-2,-0.5,-0.2,-2
O=C(c1cccc(F)c1)N1CCC(c2nc3ccccc3s2)CC1,6,2,-2,-1,-7,-0.9,-1,0.6,-0.5,-7
O=C(OCc1c(F)cccc1Cl)c1cccnc1Cl,3,-2,0,2,-3,0.0,-9,-0.9,-0.3,5
O=C(Nc1ccn(CCCN2CCC(N3CCOCC3)CC2)c(=O)n1)OCc1ccccc1,-2,0,0,1,-3,0.8,.,-0.2,-0.6,-2
O=C1c2cccnc2C(=O)N1CO,-9,-1,3,-3,-4,-0.2,0,1.8,-1.4,-4
CCc1nnc2n1N=C(c1ccc(Br)cc1)CS2,13,-1,-2,0,-2,-1.2,-10,0.1,-1.0,3
CCC(c1nc2ccccc2[nH]1)n1c(=O)c(-c2cccs2)nc2ccccc21 (stereo not drawn),5,.,.,-11,.,2.9,.,-0.5,0.3,.
